# Nrf2 block: Nrf2 qHTS screen for inhibitors; A549 ARE-Fluc reporter, luciferase luminescence, 18-24 h; Potency, µM (top dose mostly 46 µM), for the others: at the top dose activity change, negative = inhibition, actives largely listed as inhibitors; actives 2.1% (n = 360,000); further: on the % scale 0 is the no-effect control and ±100 the full control effect; nearly all actives have a fitted effect of over 60% in size
#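 A549 ARE_Fluc cells (5000/well, 5% FBS OPTI-MEM) pre-incubated 2 h, then treated with compounds 18-24 h at 37C/5% CO2 in concentration-response. CellTiter-Fluor viability read first; BugLite luciferase luminescence after 15 min at room temperature gives Nrf2 activity.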
# MCF10A rereplic: A quantitative high throughput screen for small molecules that induce DNA re-replication in MCF 10a normal breast cells; MCF 10A DNA re-replication, Hoechst nuclear intensity, 48 h; actives 2.9% (n = 350,000); Potency, µM (highest dose often 46.1 µM), inactives show top-dose activity, positive = re-replication, actives largely listed as activators; AID 624296, 2012; further: % of control where 0% means no effect; nearly all actives have a fitted effect of over 50% in size
# TGFb SMAD3 inh: qHTS for Inhibitors of TGF-b; HepG2 CAGA-GFP TGF-b/SMAD3 reporter, GFP fluorescence, 18 h; TGF-beta stimulated, 500 pg/mL final; Potency, µM (series often up to 46.1 µM), for the others: top-dose activity, negative = inhibition, actives largely listed as inhibitors; actives 1.2% (n = 410,000); AID 588855, 2011; further: on the % scale 0 is the no-effect control and ±100 the full control effect; nearly all actives have a fitted effect of over 65% in size
#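 HEPG2 CAGA-GFP, 1000 cells/well; 2 h settle, 37 C; cpd via pin tool; TGF-b 500 pg/mL final; 18 h, 37 C; GFP imaging ex488/em500-530; %Activity normalised to -TGF-b and +DMSO controls; CRC fit, curve class.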
# ATXN viability: Viability Counterscreen for Primary qHTS for Inhibitors of ATXN expression; S2 cells (HEK-293 line with an ATXN2-luciferase reporter) viability, CellTiter-Fluor protease fluorescence, 24 h; actives 0.49% (n = 400,000); Potency, µM (titrated, usually from 56.7 µM), most hits filed as cytotoxic; further: nearly all actives have a fitted effect of over 40% in size
# ATXN2 expr inh: Primary qHTS for Inhibitors of ATXN expression. Potency, µM (top dose mostly 57 µM), without a hit: at the top dose activity change, negative = inhibition, hits mostly inhibitors. HEK-293 ATXN2-luciferase reporter, luminescence, 24 h. actives 0.72% (n = 360,000); further: on the % scale 0 is the no-effect control and ±100 the full control effect; nearly all actives have a fitted effect of over 55% in size
#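 ATXN2-luciferase reporter cells (luciferase flanked by upstream and downstream ATXN2 gene portions) were treated 24 h at 37 °C with compounds at up to 57 uM. SteadyGlo luminescence gave expression; GF-AFC fluorescence gave viability.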
# Nrf2 ARE act: qHTS of Nrf2 Activators; AREc32 ARE-luciferase reporter (MCF7-derived line), luminescence, 24 h; Potency, µM (series often up to 46.1 µM), for the others: at the top dose activation, usual class: activators; actives 0.31% (n = 410,000); further: % of control where 0% means no effect; nearly all actives have a fitted effect of over 65% in size
#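 Steps: seed AREc32_Fluc cells (1000/well, 5% FBS OPTI-MEM); incubate overnight at 37 deg C; add 23 nL compound; incubate 24 hr; add Steady-Glo; hold 30 min RT; read luminescence.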
# EPAC2 antagonist: qHTS for Antagonist of cAMP-regulated guanine nucleotide exchange factor 2 (EPAC2): primary screen; EPAC2 GEF exchange of Rap1B-BODIPY-GDP, fluorescence; Rap guanine nucleotide exchange factor 4 (Homo sapiens), Q8WZA2; actives 0.18% (n = 360,000); Potency, µM (series often up to 114 µM), inactives show at the highest dose activity, negative = inhibition, usual class: inhibitors; further: on the % scale 0 is the no-effect control and ±100 the full control effect; nearly all actives have a fitted effect of over 45% in size; many of its hits are not listed in these tables
# Target sequence (Q8WZA2 whole entry, looked up): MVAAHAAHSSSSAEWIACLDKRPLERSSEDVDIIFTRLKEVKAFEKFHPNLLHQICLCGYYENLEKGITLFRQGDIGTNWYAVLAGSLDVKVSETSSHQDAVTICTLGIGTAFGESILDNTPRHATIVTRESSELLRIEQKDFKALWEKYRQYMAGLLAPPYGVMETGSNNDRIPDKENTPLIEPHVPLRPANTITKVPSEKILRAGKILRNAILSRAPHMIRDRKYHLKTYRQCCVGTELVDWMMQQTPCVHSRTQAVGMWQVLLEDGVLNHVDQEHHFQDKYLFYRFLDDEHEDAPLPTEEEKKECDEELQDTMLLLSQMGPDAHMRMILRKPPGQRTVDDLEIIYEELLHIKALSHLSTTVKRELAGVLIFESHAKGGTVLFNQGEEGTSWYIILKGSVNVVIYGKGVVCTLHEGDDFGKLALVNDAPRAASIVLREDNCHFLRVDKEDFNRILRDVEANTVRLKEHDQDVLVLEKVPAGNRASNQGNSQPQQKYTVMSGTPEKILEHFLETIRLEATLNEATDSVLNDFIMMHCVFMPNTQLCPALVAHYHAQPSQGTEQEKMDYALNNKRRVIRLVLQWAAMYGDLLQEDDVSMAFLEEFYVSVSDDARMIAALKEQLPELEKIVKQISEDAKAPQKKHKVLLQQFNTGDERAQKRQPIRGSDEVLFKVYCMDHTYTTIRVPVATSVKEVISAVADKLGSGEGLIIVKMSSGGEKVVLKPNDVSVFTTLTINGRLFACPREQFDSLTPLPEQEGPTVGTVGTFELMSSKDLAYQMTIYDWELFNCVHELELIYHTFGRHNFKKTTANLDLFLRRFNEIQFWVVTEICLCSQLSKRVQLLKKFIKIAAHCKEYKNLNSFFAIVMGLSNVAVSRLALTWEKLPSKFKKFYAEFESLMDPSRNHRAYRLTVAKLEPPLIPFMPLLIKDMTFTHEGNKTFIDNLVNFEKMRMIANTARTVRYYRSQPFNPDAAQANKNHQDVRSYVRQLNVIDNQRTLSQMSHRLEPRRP
# HepG2 viability: qHTS for Inhibitors of TGF-b: Cytotox Counterscreen. AID 588856, 2011. HepG2 CAGA-GFP viability, ATP luminescence, 18 h. Potency, µM (titrated, usually from 46.1 µM), for the others: at the top dose activity change, negative = cytotoxicity, usual class: cytotoxic. actives 0.76% (n = 410,000); further: some results filed as inactive show a strong effect at the top dose
#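 HepG2 CAGA-GFP cells (1000/well, DMEM with 1% FBS) received compound, then TGF-beta at 500 pg/mL final, and were incubated 18 hours at 37 degrees C. Viability was read by CellTiter-Glo luminescence. Media-only wells were set as complete cell-killing and DMSO as no toxicity.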
# A549 viability: Nrf2 qHTS screen for inhibitors: counterscreen for cytotoxicity; A549 ARE-Fluc cells, CellTiter-Fluor viability, 18-24 h; Potency, µM (series often up to 46 µM), for inactives: top-dose activity change, negative = cytotoxicity, usual class: inhibitors; actives 0.16% (n = 390,000); AID 504648, 2011; further: on the % scale 0 is the no-effect control and ±100 the full control effect
#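 Cytotoxicity counterscreen: CellTiter-Fluor fluorescence was measured in A549 ARE_Fluc cells after 18-24 h of compound exposure in a concentration series. The subsequent BugLite luminescent read reports ARE-luciferase activity.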
# An asterisk follows results filed as active; i = inactive; ? = inconclusive; . = not tested or not shown; [ ] = dose if it differs, or a comment. The call rests on the fitted dose curve; in most records, active means well fitted curve in the direction sought with a large enough effect; inconclusive means small, poorly fitted or top-dose-only effect, or another doubt; inactive means no such curve, though single readings can be large; an effect the other way counts as inactive or inconclusive. Potency means the concentration at half of the fitted maximal effect. The list is partial; rates above refer to the full screens.
no.	SMILES	Nrf2 block	MCF10A rereplic	TGFb SMAD3 inh	ATXN viability	ATXN2 expr inh
1	COCCn1c(SCC(=O)NC2CC2)nnc1-c1ccc(Cl)cc1	1%	11%	13%	i	.
2	COc1ccc(C)cc1NC(=O)CNC(C)C(=O)Nc1cc(Cl)ccc1Cl (configuration not stated)	3%	-2%	-23%	i	.
3	O=C(O/N=C\c1ccc(N2CCOCC2)c([N+](=O)[O-])c1)c1ccc(F)cc1	-7%	0%	-1%	?	3%
4	O=C(Nc1cccc(O)c1)c1ccc(C(=O)c2ccccc2)o1	-7%	13%	-7%	i	52%[activator]
5	CCN(CC)c1ccc(NC(=O)C2CCN(S(=O)(=O)c3ccc4c(c3)oc(=O)n4C)CC2)c(C)c1	-9%	.	?	i	2%
6	C[C@H](NC(=O)c1ccccc1)C(=O)OCC(=O)Nc1ccc(Cl)cn1	.	.	-13%	?	.
7	COc1ccc(CN(CCN)C2CC(C)N(C)CC2C)cc1 (configuration not stated)	0%	?	3%	?	-28%
8	Cc1[nH]c2ccccc2c1SCC(=O)N1CCOCC1	2%	2%	2%	i	-22%
9	O=C(Nc1ccncc1)Nc1ccc(Cl)cc1Cl	-12%	3%	-18%	i	-10%
10	Cc1ccc(NC(=O)c2ccc(-n3cccn3)c([N+](=O)[O-])c2)cc1C	-9%	7%	9%	i	1%

no.	Nrf2 ARE act	EPAC2 antagonist	HepG2 viability	A549 viability
1	-0.8%	2%	13%	5%
2	1.9%	-18%	-4%	-2%
3	0.5%	10%	5%	-9%
4	9.4%	5%	-17%	-1%
5	0.0%	.	-16%	0%
6	0.0%	-1%	-37%	.
7	-0.6%	11%	-11%	-19%
8	0.1%	1%	-7%	10%
9	-0.4%	5%	-18%	8%
10	-0.3%	-3%	-11%	-11%

# Reformatted tab-delimited: part of the list above.
cpd	structure	Nrf2 block	MCF10A rereplic	TGFb SMAD3 inh	ATXN viability	ATXN2 expr inh	Nrf2 ARE act	EPAC2 antagonist	HepG2 viability	A549 viability
4	O=C(Nc1cccc(O)c1)c1ccc(C(=O)c2ccccc2)o1	-7%	13%	-7%	i	52%[activator]	9.4%	5%	-17%	-1%
5	CCN(CC)c1ccc(NC(=O)C2CCN(S(=O)(=O)c3ccc4c(c3)oc(=O)n4C)CC2)c(C)c1	-9%	.	?	i	2%	0.0%	.	-16%	0%

# (list continues)
no.	SMILES	Nrf2 block	MCF10A rereplic	TGFb SMAD3 inh	ATXN viability	ATXN2 expr inh
11	NC(=O)NN=C1C2CCCC1C(c1ccccc1)NC2c1ccccc1 (configuration not stated)	20%	8%	-16%	i	17%
12	C1CC(CN2CCOCC2)CN(Cc2nc(CC3CC3)no2)C1 (configuration not stated)	25%	4%	-5%	i	5%
13	COc1ccc(NC(=O)c2cc3c(=O)[nH]c4ccccc4c3n2C)cc1Cl	-2%	.	42%[activator]	i	7%
14	CCOc1ccc(NC(=O)c2sc3nc(C)nc(N4CCOCC4)c3c2C)cc1	?	?	-2%	i	-22%
15	O=C(Nc1ncccc1O)c1ccc(C(=O)c2ccccc2)cc1	?	-1%	-26%	i	79%[activator]
16	CCOc1cc(N2CCOCC2)c(OCC)cc1NC(=O)CC12CC3CC(CC(C3)C1)C2	-22%	?	?	i	18%
17	O=C(Nc1cnccn1)Nc1cccc(Cl)c1Cl	-70%	?	-1%	i	.
18	Cc1cc(C)c(C#N)c(SCC(O)CS(=O)(=O)Cc2ccccc2)n1 (configuration not stated)	3%	-4%	-1%	i	7%
19	CCc1nc(NCC2CCCO2)c2oc3ccccc3c2n1 (configuration not stated)	-10%	?	5%	i	-7%
20	COc1ccccc1C(=O)NCCCNC(=O)c1ccccn1	?	2%	1%	i	6%

no.	Nrf2 ARE act	EPAC2 antagonist	HepG2 viability	A549 viability
11	2.8%	-2%	-6%	0%
12	-0.4%	-6%	-11%	1%
13	-0.1%	.	-5%	14%
14	0.4%	-15%	-9%	1%
15	?	7%	-2%	5%
16	-0.6%	-5%	-10%	-8%
17	6.7%	1%	0%	-15%
18	2.2%	-8%	-12%	2%
19	3.0%	6%	0%	2%
20	0.1%	-3%	-31%	7%

# Following part:
no.	SMILES	Nrf2 block	MCF10A rereplic	TGFb SMAD3 inh	ATXN viability	ATXN2 expr inh
21	CCn1c(=O)cc(OCC(=O)NCc2ccco2)c2ccccc21	8%	10%	16%	i	53%[activator]
22	O=C(/C=C/c1ccccc1)Oc1coc(CSc2ncccn2)cc1=O	-20%	4%	-1%	i	4%
23	CC(=O)c1ccc(NC(=O)C(C)OC(=O)c2ccc(Br)o2)cc1 (configuration not stated)	6%	0%	1%	i	-13%
24	COc1ccc(OC)c(C(c2nnnn2Cc2ccccc2)N2CCN(C3CCCCC3)CC2)c1 (configuration not stated)	24%	4%	13%	?	-11%
25	CCCCC/C=C\C[C@H](O)/C=C/c1cccc(C[C@H](O)CCCCO)n1	1%	?	5%	?	?
26	O=C(Nc1ccc(S(=O)(=O)Nc2nccs2)cc1)c1cccc(N2C(=O)c3ccccc3C2=O)c1	6%	-2%	-21%	i	.
27	N#Cc1c2nc3ccccc3nc2n2cc(NC(=O)c3ccc(F)cc3)ccc12	?	-2%	20%	i	-34%[11.3 µM]
28	c1ccc(-c2ccccc2OCCOCCN2CCNCC2)cc1	-6%	1%	1%	?	-19%[11.3 µM]
29	O=C(NCc1ccccc1)C1=C[C@H](c2ccc3c(c2)OCO3)C[C@H](OCc2ccc(CO)cc2)O1	?	?	-14%	i	1%
30	CC(C)(C)c1nnc2cccc(Cl)n12	-9%	7%	-2%	?	.

no.	Nrf2 ARE act	EPAC2 antagonist	HepG2 viability	A549 viability
21	8.1%	19%[57.1 µM]	-19%	13%
22	?	-12%	2%	-13%
23	-0.2%	11%	3%	6%
24	-1.2%	2%	-1%	0%
25	4.4%	-1%	-21%	-11%
26	-0.5%	2%	-12%	-8%
27	2.6%	-2%	-12%	-17%
28	-0.4%	9%	6%	4%
29	4.1%	11%	1%	-18%
30	0.9%	9%	0%	-9%

# Next records follow.
no.	SMILES	Nrf2 block	MCF10A rereplic	TGFb SMAD3 inh	ATXN viability	ATXN2 expr inh
31	COc1ccccc1/C=C/C=N/NC(=O)c1cccs1	?	8%	-10%	i	65%[activator]
32	Cn1nc([N+](=O)[O-])nc1Oc1ccccc1N	1%	1%	6%	.	.
33	CS(=O)(=O)Oc1ccccc1/C=C1/N=C(c2ccc(F)cc2)OC1=O	4%	5%	9%	i	-5%
34	CCOc1cc(CNS(=O)(=O)c2ccc3c(c2)C(C)(C)C(=O)N3)cc(OCC)c1OCC	6%	.	0%	.	.
35	O=C(c1ccco1)N1CCN(c2cc(N3CCOCC3)c(F)cc2[N+](=O)[O-])CC1	?	15%	5%	i	-7%
36	O=C(NC1CCCCC1)C1CC(=O)N(CCc2ccc(F)cc2)C1 (configuration not stated)	8%	10%	-2%	i	4%
37	COc1ccc(NC(=O)CSc2nc3c(c(-c4cccs4)c2C#N)CN(C)CC3)cc1OC	6%	-6%	9%	i	3%
38	O=S(=O)(Nc1nc2ccccc2nc1-[n+]1ccccc1)c1ccc(Cl)cc1	0%	1%	24%	i	5%
39	O=[N+]([O-])c1c(Nc2ccccc2O)cc(N2CCOCC2)c2nonc12	-6%	8%	?	?	.
40	CC(=O)c1ccc(N2C(=NC(=O)CCc3ccccc3)SC3CS(=O)(=O)CC32)cc1 (configuration not stated)	3%	0%	6%	i	5%

no.	Nrf2 ARE act	EPAC2 antagonist	HepG2 viability	A549 viability
31	12%	-7%	-17%	-7%
32	0.3%	-8%	-7%	5%
33	0.1%	0%	-1%	-1%
34	0.2%	.	-19%	-10%
35	-0.7%	-9%	-4%	-17%
36	-0.6%	1%	-2%	3%
37	2.3%	13%	-76%	-5%
38	-0.3%[9.22 µM]	-2%	40%	-4%
39	-1.5%	-7%	-18%	-2%
40	-0.8%	-4%	8%	-13%

# The list goes on:
no.	SMILES	Nrf2 block	MCF10A rereplic	TGFb SMAD3 inh	ATXN viability	ATXN2 expr inh
41	CC(C)CC(=O)c1c[nH]c(C(=O)NCc2cccs2)c1	-8%	4%	-15%	i	-3%
42	Cc1ccc(CNC(=O)c2cc3cc(Br)ccc3oc2=N)cc1	-1%	-6%	0%	i	0%
43	Cc1noc(N)c1C1(O)C(=O)Nc2c(Cl)cc(Cl)cc21 (configuration not stated)	8%	12%	-3%	i	-3%
44	Cc1ccccc1N1C(=O)C(Cl)=C(N2CCOCC2)C1=O	-23%	3%	1%	i	.
45	COc1ccc(CCN2C(=S)NC3CC2(C)Oc2ccc([N+](=O)[O-])cc23)cc1OC (configuration not stated)	?	25%	6%	i	-10%
46	CCOc1ccccc1NC(=O)CN1CCCCCC1	2%	0%	0%	i	12%

no.	Nrf2 ARE act	EPAC2 antagonist	HepG2 viability	A549 viability
41	0.2%	7%	1%	3%
42	-0.4%	-5%	1%	-2%
43	2.8%	0%	-5%	6%
44	0.1%	6%	-2%	0%
45	2.2%	-5%	-8%	1%
46	-0.5%	6%	7%	3%

# Some entries already given, limited to EPAC2 antagonist:
cpd | molecule | EPAC2 antagonist
43 | Cc1noc(N)c1C1(O)C(=O)Nc2c(Cl)cc(Cl)cc21 (configuration not stated) | 0%
46 | CCOc1ccccc1NC(=O)CN1CCCCCC1 | 6%
41 | CC(C)CC(=O)c1c[nH]c(C(=O)NCc2cccs2)c1 | 7%
45 | COc1ccc(CCN2C(=S)NC3CC2(C)Oc2ccc([N+](=O)[O-])cc23)cc1OC (configuration not stated) | -5%
42 | Cc1ccc(CNC(=O)c2cc3cc(Br)ccc3oc2=N)cc1 | -5%
44 | Cc1ccccc1N1C(=O)C(Cl)=C(N2CCOCC2)C1=O | 6%

# Assay outcomes deposited in PubChem by National Center for Advancing Translational Sciences (NCATS).
